EBI2 block: antagonists of human EBI2 receptor; P32249; EBI2 beta-arrestin recruitment, luminescence, 7a,25-OHC stimulated; inhibition, % at 5 µM; hit rate 0.81% among 360,000; AID 651636; in the data active = inhibition above about 38%;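 also: enzyme fragment complementation signal reports receptor beta-arrestin coupling in cells; 0% = agonist plus DMSO wells and 100% = wells without agonist; some results beyond the cut were filed as inactive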
UBC13 inh: blocks human UBC13 polyubiquitin chain formation. P61088. TR-FRET. inhibition, % at 20 µM. hit rate 0.47% among 330,000. AID 485273; in the data active = inhibition above about 45%, passing the limit was not always enough; inconclusive = no clear call, values can overlap the other calls
Target sequence (P61088 whole entry, looked up): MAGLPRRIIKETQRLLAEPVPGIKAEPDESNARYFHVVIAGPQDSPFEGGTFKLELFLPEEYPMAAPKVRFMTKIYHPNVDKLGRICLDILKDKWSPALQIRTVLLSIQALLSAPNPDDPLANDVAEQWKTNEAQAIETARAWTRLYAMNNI
APJ agonist: activates the human apelin receptor APJ; P35414; CHO-K1 APJ PathHunter beta-arrestin, luminescence; 0% DMSO wells, 100% apelin; activation, % at 20 µM; hit rate 0.11% among 330,000; AID 2520;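 active = activation more than six SD over the plate average, tested at 20 µM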;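 also: 0% = DMSO alone and 100% = apelin-13 at 10 nM; some results filed as inactive read as strong as hits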
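Assay system: CHO-K1 APJ beta-arrestin complementation cell line / Compound: single test compound dose, 20 µM final, 1% DMSO / Times: overnight seeding, 90 min compound at 25 °C, 1 h detection / Technique: beta-gal luminescence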
CXCR6 inh: blocks human CXCR6 beta-arrestin recruitment | O00574 | CHO-K1 PathHunter CXCR6 beta-arrestin, luminescence | inhibition, % at 20 µM | hit rate 0.36% among 360,000 | AID 602244; in the data active = inhibition above about 34%, passing the limit was not always enough;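 also: antagonist mode with CXCL16 agonist at 10 nM final; 0% = 10 nM CXCL16 with DMSO and 100% = unstimulated wells without agonist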
Gli-Sufu antag: Gli-Sufu pathway antagonism | Sufu-KO-LIGHT fibroblasts, Gli luciferase reporter luminescence | inhibition, % at 5 µM | hit rate 0.74% among 340,000 | AID 588413;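 active = inhibition above about 55%, limit read from the data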;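 also: 0% = DMSO-treated cells and 100% = wells with medium but no cells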
ATG4B inhibitor: inhibitors of human ATG4B cysteine protease. Q9Y4P1. hit rate 0.51% among 340,000. inhibition, % at 8.33 µM. ATG4B cleavage of LC3-PLA2, NBD-HPC fluorescence, 1 h; in the data active = inhibition above about 40%
Target sequence (Q9Y4P1 whole entry, looked up): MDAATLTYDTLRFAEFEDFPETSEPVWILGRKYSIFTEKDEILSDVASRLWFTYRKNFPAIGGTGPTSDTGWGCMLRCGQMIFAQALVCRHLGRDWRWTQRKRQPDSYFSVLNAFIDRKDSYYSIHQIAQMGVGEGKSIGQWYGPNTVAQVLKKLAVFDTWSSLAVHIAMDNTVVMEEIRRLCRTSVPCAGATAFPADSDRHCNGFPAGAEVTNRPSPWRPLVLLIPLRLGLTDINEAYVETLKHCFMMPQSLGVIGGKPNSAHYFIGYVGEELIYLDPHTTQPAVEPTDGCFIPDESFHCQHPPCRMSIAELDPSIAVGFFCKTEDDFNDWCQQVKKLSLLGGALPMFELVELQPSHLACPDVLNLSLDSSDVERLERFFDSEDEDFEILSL
CCR6 antagonist: blocks CCL20-driven beta-arrestin recruitment at human CCR6 | P51684 | hit rate 0.49% among 340,000 | AID 493098 | inhibition, % at 20 µM | CHO-K1 CCR6 PathHunter beta-arrestin, luminescence, CCL20-stimulated;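 active = compounds whose inhibition of the agonist-driven luminescence signal at 20 µM reaches about 50%, limit read from the data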;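 also: cells stimulated with CCL20 at 14 nM final; plate controls were DMSO with CCL20 for no effect and DMSO without agonist for full effect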
Target sequence (P51684 whole entry, looked up): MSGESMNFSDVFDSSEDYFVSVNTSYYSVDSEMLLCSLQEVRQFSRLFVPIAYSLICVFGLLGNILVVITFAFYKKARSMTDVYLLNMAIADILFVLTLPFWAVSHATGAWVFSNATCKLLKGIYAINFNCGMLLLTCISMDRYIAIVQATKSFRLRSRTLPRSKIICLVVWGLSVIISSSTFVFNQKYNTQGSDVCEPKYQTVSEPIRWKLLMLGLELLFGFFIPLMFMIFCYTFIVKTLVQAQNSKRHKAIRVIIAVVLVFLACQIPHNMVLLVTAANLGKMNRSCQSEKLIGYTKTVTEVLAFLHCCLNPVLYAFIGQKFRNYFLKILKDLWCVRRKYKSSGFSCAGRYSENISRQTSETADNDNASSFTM
APJ antag: antagonists of human APJ apelin receptor; inhibition, % at 20 µM; P35414; CHO-K1 APJ beta-arrestin complementation, luminescence; hit rate 0.32% among 330,000;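 active = inhibition above about 40% at 20 µM, limit read from the data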;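 also: cells challenged with 10 nM apelin-13 agonist together with compound; plate controls were apelin-13 plus DMSO wells for no effect and DMSO wells lacking apelin-13 for full effect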
* marks the source's active call; other numbers are inactive results; u = inconclusive; x = no result given; & = joins results of further samples; ! = not active in a repeat.

SMILES	EBI2 block	UBC13 inh	APJ agonist	CXCR6 inh	Gli-Sufu antag	ATG4B inhibitor	CCR6 antagonist	APJ antag
O=c1oc(-c2ccc(O)c(O)c2)cc2cc(O)cc(O)c12	4.9	22.2	0.9	-1.6	9.7	-12.3	8.4	1.5
O=C(CN1C(=O)CSc2cc(S(=O)(=O)N3CCCCCC3)ccc21)NCCc1ccccc1	14.9	-14.3	-2.8	5.2	36.7	-8.7	17.1	0.9
COC(=O)c1cccc(N(C(=O)CNC(=O)c2ccco2)C(C(=O)NC2CCCC2)c2ccco2)c1 (configuration not stated)	0.8	1.5	-3.7	-2.7	4.3	-4.5	-0.9	3.4
CN(c1ccccc1)S(=O)(=O)c1cccc(NC(=O)CSc2ncc(C(F)(F)F)cc2Cl)c1	4.4	3.9	1.6	8.1	4.5	11.3	11.7	6.4
CC(C)=CCN1CCN(Cc2cc(C(C)C)n[nH]2)CC1CCO (configuration not stated)	-7.9	-0.2	-1.0	-7.2	15.5	22.9	-14.0	-9.6
CC(C)NC(=O)NC(=O)CN1C(=O)NC(Cc2c[nH]c3ccccc23)C1=O (configuration not stated)	-6.3	-6.9	-0.3	-4.0	-8.0	-8.4	-11.5	-4.4
CC1=C(/C=C/C(C)=C/C=C/C(C)=C/C(=O)Nc2ccc(O)cc2)C(C)(C)CCC1	-6.2&1.3	19.5	5.8	4.7&5.8	69.9*!	-0.1&1.8	12.2&11.2	-36.3
CC1CN(C(=O)N2CCOCC2)CCN1C(=O)N1CCOCC1 (configuration not stated)	1.4	1.3	-0.8	-4.4	1.4	-8.7	12.8	-0.7
CC(=O)N1CCN(c2ccc(OC[C@H]3CO[C@](Cn4ccnc4)(c4ccc(Cl)cc4Cl)O3)cc2)CC1	1.3	2.6	3.8	-5.3	9.3	-6.5	4.4	14.6
Cn1c(Br)nc2c1c(=O)n(Cc1ccccc1)c(=O)n2C	-3.1	-4.5	-1.8	3.5	-20.3	-12.8	5.7	-0.8
CCOC(=O)c1[nH]nc(C(=O)c2ccc(Br)cc2)c1O	-0.9	5.0	-3.0	-1.0	-7.8	-4.7	8.2	5.1
COc1ccc(NC2c3ccccc3C(=O)N2Cc2ccccc2Cl)cc1OC (configuration not stated)	-10.3	-11.9	-0.7	1.5	0.5	-2.8	6.5	-5.3
COC(=O)c1ccc(-c2noc(CN(C)CCC3CCCCO3)n2)cc1 (configuration not stated)	5.5	-1.3	0.7	-5.2	1.5	-10.5	6.1	-10.7
O=C(O)c1cc(-c2ccc(Cl)s2)[nH]n1	-5.1	1.0	-1.4	-11.2	-2.9	2.7	8.7	-0.7
Cc1ccc(C(=O)N2N=C(c3ccccc3)CC2(O)C(F)(F)F)o1 (configuration not stated)	7.5	4.0	0.3	2.7	4.3	-5.0	11.0	3.8
CC(C)(C)c1ccc(C(=O)Nc2ccc(CN3CCS(=O)(=O)CC3)cc2)cc1	2.1	5.8	-4.7	1.9	-9.0	5.4	9.4	5.3
COc1ccc2c(CCNC(=O)c3ccc([N+](=O)[O-])cc3)c[nH]c2c1	12.2	13.6	1.3	-12.9	-11.7	-3.9	-0.7	-3.5
Cc1c(OCC(=O)NC(Cc2ccc(Cl)cc2)C(=O)O)ccc2c1oc(=O)c1ccccc12 (configuration not stated)	-5.8	2.4	-1.5	-4.5	-8.6	0.1	8.4	-44.3
O=C(Nc1ccccc1)C1=C[C@H](c2ccc(Br)cc2)C[C@H](OCc2ccc(CO)cc2)O1	5.1	-2.8	-1.0	3.7	-0.5	-6.3	15.4	4.7
Clc1ccc(-c2cc(COc3ccc4ccccc4c3)no2)cc1	4.1	0.3	-3.7	1.2	3.0	0.1	9.6	14.4
CCCN(CC(=O)Nc1ccccc1OC)C(=O)Cn1c(=O)oc2ccccc21	-16.0	x	x	-1.6	-7.7	6.8	4.3	x
O=C(CN1C(=O)C2C3C=CC(C3)C2C1=O)Nc1cccc2c1CCCC2 (configuration not stated)	-4.4	0.1	-0.7	4.9	4.6	-0.2	-0.5	7.8
O=C(CSc1nnc(C2CC2)n1-c1ccccc1)NCc1ccco1	-3.4	3.8	-3.6	-6.1	2.0	-4.2	-10.4	14.6
Cc1ccc(-n2c(CNC(=O)c3cccs3)nnc2SCC(=O)NO)cc1	-8.1	3.2	-3.6	-3.4	-3.7	0.2	3.5	-8.2
Cc1ccc(S(=O)(=O)N2CCCC(C(=O)NCc3ccccc3F)C2)cc1 (configuration not stated)	1.7	1.6	-0.1	3.1	-2.3	4.5	15.9	-1.9
CCN(CC(=O)NCc1ccc(F)cc1)C(=O)/C=C/c1ccc(S(=O)(=O)N(CC)CC)cc1	0.2	-5.4	-3.9	5.9	19.4	-14.4	14.2	20.7
CC1CC(=O)NN=C1c1cccs1 (configuration not stated)	0.9	-2.2	-9.0	-0.8	2.4	-1.5	9.3	-19.2
O=C(Cn1cnc2c(cnn2-c2ccccc2)c1=O)c1ccc(Cl)cc1	2.6	0.3	-1.7	4.7	-1.0	-11.3	-3.1	-76.1
COc1cccc(NC(=O)Cc2nnc(SCC(=O)c3ccccc3)n2C)c1	1.0	x	x	3.4	5.0	1.6	-8.6	x
CCOC(=O)CSc1nc2c(sc(=S)n2-c2ccccc2)c(=O)n1-c1ccc(OC)cc1OC	25.9	1.4	-1.4	8.8	5.9	6.2	18.8	6.7
CCOc1ccc(N2C(=O)Nc3ccccc3C2(O)C(=O)NCc2ccco2)cc1 (configuration not stated)	7.0	-13.0	6.2	-5.5	-12.0	-3.7	-1.4	-25.1
CN(C)CCCn1c(SCC(=O)N2c3ccccc3Sc3ccccc32)nc2ccccc2c1=O	-10.4	x	x	-5.7	17.5	25.7	33.6	x
CN(c1cccc(Cl)c1)S(=O)(=O)c1cccc(C(=O)NCc2ccncc2)c1	-13.0	-8.9	1.2	1.1	21.8	2.2	8.0	3.9
Cc1ccc(CN2CCN(Cc3ccc(-n4cccn4)cc3C)CC2CCO)cc1 (configuration not stated)	7.8	-4.3	0.8	10.0	24.3	1.3	14.9	-3.7
Fc1cccc(F)c1-n1c(CN2CCCCC2)csc1=S	-4.3	-7.5	-3.0	4.0	17.5	-3.0	21.1	-0.3
Cc1cccc2cc(C(c3nnnn3Cc3ccccc3)N3CCN(C)CC3)c(=O)[nH]c12 (configuration not stated)	-5.9	-1.0	-2.0	-2.5	0.0	4.2	2.9	3.7
Cc1ccc(C(=O)N2CCN(c3ccccc3F)CC2)cc1S(=O)(=O)N1CCOCC1	-0.9	-0.4	0.9	4.0	2.8	-4.4	-11.7	0.6
CC(C)(Oc1ccc(Cl)cc1)C(=O)Nc1ccncc1	11.2	10.5	6.5	0.3	-0.8	-6.5	-14.5	-0.6
Cc1ccc(C(=O)Nc2sc(Cc3ccc4c(c3)OCO4)c(C)c2C(N)=O)cc1	3.7	-1.5	4.4	-4.6	-1.1	8.3	7.9	1.2
CCN(C(=O)CSc1nc2ccc(C)cc2[nH]1)C1CCS(=O)(=O)C1 (configuration not stated)	-2.5	-6.1	0.1	-3.6	3.5	4.7	2.7	-1.6
COc1ccc(-c2csc(Nc3ccccc3)[n+]2Cc2ccccc2)cc1	30.1	4.1	-5.2	4.8	-27.3	-8.5	20.9	-1.4
COc1ccc(Nc2nc(C(=O)N3CCc4ccccc4C3)cs2)cc1	12.8	1.8	-1.6	-1.0	13.9	22.1	6.0	-23.9
CCOc1ccccc1-c1cc(C(=O)N/N=C(\C)c2cccnc2)c2ccccc2n1	1.8	-10.0	19.9	-8.2	-7.0	4.9	3.0	-16.4
O=C(Nc1ccccc1)N1CCNCC1	2.1	16.9	-4.1	0.7	-5.5	-4.7	2.3	-11.8
O=S(=O)(c1ccc(-c2cc(C(F)(F)F)on2)s1)N1CCCC1	-5.6	0.6	-1.5	4.3	2.8	-4.5	23.6	-11.8
COc1ccc2oc(C(=O)Nc3nc4ccc(S(C)(=O)=O)cc4s3)c(C)c2c1	-13.3	23.9	0.8	-9.3	-15.5	-1.6	5.0	-9.6
O=C(c1ncc[nH]1)c1cccs1	-16.2	-8.2	-4.7	-9.8	-1.6	5.5	-10.9	12.4
Cc1ccc(CSC2=NCCN2S(=O)(=O)c2ccccc2)cc1	7.0	-8.0	-0.6	2.4	4.9	0.8	12.0	-2.9
O=C1c2ccccc2NC(c2ccco2)N1/N=C/c1ccco1 (configuration not stated)	-10.3	2.3	-0.7	-3.5	-19.4	-6.0	-9.6	5.4
COc1ccc(N(C)C(=O)c2onc3c2CCCC3)cc1	-11.2	-2.7	-3.2	-1.2	-13.2	-7.4	-9.7	11.9
CCC(NC(=S)NCc1ccc(F)cc1)c1ccccc1 (configuration not stated)	-0.6	-10.2	13.9	-4.2	-0.3	12.7	9.2	-2.1
COc1cc(C(=O)NCC(c2ccco2)N(C)C)cc(OC)c1OC (configuration not stated)	-12.0	4.6	-2.0	7.8	-3.0	-11.2	4.5	1.1
Cc1cc(OC(=O)CNC(=O)OC(C)(C)C)c2c(C)cc(=O)oc2c1	-1.3	-1.2	-1.5	-3.5	4.1	-8.7	1.0	3.4
Cc1ccc(CSC2=Nc3sccc3C3=NC(=O)CN23)cc1	-4.8	-10.4	-6.4	6.2	15.7	-9.2	13.3	-2.1
CC(=O)Nc1cccc(NC(=O)c2cc(C)on2)c1	-5.4	11.9	-3.4	4.8	-7.9	8.8	-19.1	15.1
CC(C)CC1NC(=S)N(C2CCCCC2)C1=O (configuration not stated)	13.1	6.5	-10.3	3.9	-0.9	8.2	15.3	9.7
Cc1ccc(C(=O)CSc2nnnn2C(C)C)c(C)c1	0.6	-4.9	-10.6	-8.7	-22.3	3.6	19.1	-12.1
COc1ccc(-n2cc(-c3ccccc3)c3c(=S)nc[nH]c32)cc1	14.3	u	-2.7	24.8	-5.7	-0.2	20.6	13.9
O=C1C=C(c2ccccc2)C[C@H](c2cccs2)[C@H]1n1nnc([N+](=O)[O-])n1	14.1	-4.9	3.2	-10.1	2.0	3.9	-2.3	1.2
NC(=O)c1sc2nc3c(cc2c1N)CCC3	6.4	-7.3	-2.2	-9.6	-21.5	-1.3	-6.0	1.3

In a second layout: results already given.
COc1ccc(N(C)C(=O)c2onc3c2CCCC3)cc1
- EBI2 block: -11.2
- UBC13 inh: -2.7
- APJ agonist: -3.2
- CXCR6 inh: -1.2
- Gli-Sufu antag: -13.2
- ATG4B inhibitor: -7.4
- CCR6 antagonist: -9.7
- APJ antag: 11.9

Cc1ccc(CSC2=NCCN2S(=O)(=O)c2ccccc2)cc1
- EBI2 block: 7.0
- UBC13 inh: -8.0
- APJ agonist: -0.6
- CXCR6 inh: 2.4
- Gli-Sufu antag: 4.9
- ATG4B inhibitor: 0.8
- CCR6 antagonist: 12.0
- APJ antag: -2.9

Further structures follow:
SMILES	EBI2 block	UBC13 inh	APJ agonist	CXCR6 inh	Gli-Sufu antag	ATG4B inhibitor	CCR6 antagonist	APJ antag
COc1ccc(S(=O)(=O)N2CCC(C(=O)Nc3ccccc3N3CCCC3)CC2)cc1OC	-12.2	-1.8	0.1	-8.9	6.5	5.8	0.7	8.8
CC(C)c1ccc(NC(=O)Cn2ncn3c(cc4ccccc43)c2=O)cc1	15.6	-11.3	5.4	0.8	-9.7	-8.6	17.6	-19.5
CCOC(=O)NC1(C(F)(F)F)N=C(c2ccccc2)NC1=O (configuration not stated)	-11.5	-5.2	3.2	1.2	-22.7	2.2	16.1	7.4
CCOCCCNC(=O)c1ccc2c(c1)ncn2-c1ccc(C)cc1C	6.0	-2.0	-5.6	-9.5	30.7	5.4	5.8	11.1
COc1cc(/C=C/C(=O)NC(=O)c2ccccc2O)ccc1O	11.7	-3.0	-10.7	-0.4	-29.5	-8.6	19.0	19.1
O=C(NCC(c1ccco1)N1CCN(c2ccccc2)CC1)C(=O)NC1CCCCC1 (configuration not stated)	9.0	3.4	1.6	4.2	8.0	-7.6	7.5	-32.1

Screens deposited in PubChem BioAssay by Sanford-Burnham Center for Chemical Genomics.

Compounds as they come. Share with any hit: about 3%.
